Source: PubChem
BioA inh – inhibitors of Mycobacterium tuberculosis BioA enzyme; purified M. tuberculosis BioA enzyme, plate reader; inhibition, % at 9.99 µM; actives 0.096% (n = 360,000); in the data active = inhibition above about 40%
* hit, by the source's call. This is a subset, so the mix of outcomes need not match the whole.

SMILES	BioA inh
O=C([C@@H]1[C@@H](CO)[C@@H]2Cn3c(cccc3=O)[C@@H]2N1Cc1ccccc1Cl)N1CCOCC1	-1.0
CC(C)(C)[S@](=O)N1Cc2cc(C(=O)NC3CCC3)nc(-c3cccc(-c4ccccc4F)c3)c2[C@@H]1CCO	0.2
CO[C@H]1CN(C)C(=O)c2cc(NC(=O)c3ccccc3)ccc2OC[C@@H](C)N(CC2CC2)C[C@H]1C	-0.7
C[C@H]1CCCCO[C@H](CN(C)Cc2ccc(C(F)(F)F)cc2)[C@@H](C)CN([C@@H](C)CO)C(=O)c2cc(NC(=O)Nc3ccc4c(c3)OCO4)ccc2O1	-6.4
COC(=O)C[C@@H]1CC[C@H]2[C@H](COc3ccc(NC(=O)c4cc(C)on4)cc3C(=O)N2C)O1	-1.6
C[C@@H](NC(=O)C[C@@H]1C=C[C@H](NC(=O)C2CCC2)[C@H](CO)O1)c1ccccc1	-1.9
C[C@H](CO)N1C[C@H](C)[C@@H](CN(C)C(=O)c2ccc3c(c2)OCO3)Oc2ncc(C3=CCCC3)cc2C1=O	5.8
C[C@@H]1CCCCO[C@@H](CN(C)C(=O)c2ccccc2)[C@H](C)CN([C@H](C)CO)C(=O)c2cc(NC(=O)Nc3ccc(F)cc3)ccc2O1	0.9
O=C(C[C@H]1CC[C@@H]2[C@H](COC[C@@H](O)CN2Cc2ccc(F)cc2)O1)NCc1ccncn1	-0.8
C/C=C/c1cnc2c(c1)C(=O)N([C@H](C)CO)C[C@H](C)[C@H](CN(C)Cc1cncnc1)O2	-5.2
Cc1noc(C)c1NC(=O)Nc1ccc2c(c1)C(=O)N([C@@H](C)CO)C[C@H](C)[C@H](CN(C)Cc1ccncc1)O2	-4.3
COc1ccc(CN(C)C[C@@H]2OCCCC[C@H](C)Oc3ccc(NC(=O)Nc4c(C)noc4C)cc3C(=O)N([C@H](C)CO)C[C@@H]2C)cc1	-1.0
O=C(NCc1ccccc1)[C@@]1(CCS(=O)(=O)c2ccccc2)N=C(c2ccc(OCCCO)cc2)O[C@H]1c1ccccc1	-2.3
C[C@H]1CN([C@@H](C)CO)S(=O)(=O)c2ccc(-c3cccnc3)cc2O[C@@H]1CN(C)Cc1cccnc1	4.4
O=C(C[C@H]1CC[C@H]2[C@@H](COC[C@H](O)CN2C(=O)c2ccccn2)O1)N1CCN(c2ccccc2)CC1	11
COc1ccc(NC(=O)N(C)C[C@@H]2OCc3ccccc3-c3c(n(C)c4ccccc34)C(=O)N([C@@H](C)CO)C[C@H]2C)c(OC)c1	3.1
C[C@@H]1CN([C@@H](C)CO)C(=O)c2cc(-c3cccc(F)c3)cnc2O[C@H]1CN(C)S(C)(=O)=O	3.0
CC(C)NC(=O)N(C)C[C@@H]1Oc2cc(-c3cncnc3)ccc2S(=O)(=O)N([C@@H](C)CO)C[C@H]1C	-1.6
C[C@@H]1CN([C@H](C)CO)C(=O)c2cc(NC(=O)CCCN(C)C)ccc2O[C@@H](C)CCCCO[C@@H]1CN(C)C(=O)NC1CCCCC1	-1.9
O=C(N[C@H]1CC[C@H](CC(=O)N2CCC(Cc3ccccc3)CC2)O[C@H]1CO)c1cnccn1	-0.1
O=C(C[C@@H]1C=C[C@@H](NC(=O)CC2CC2)[C@H](CO)O1)NCc1ccc(Cl)cc1	2.3
CO[C@@H]1CN(C)C(=O)c2ccc(NC(C)=O)cc2OC[C@@H](C)N(CCC(F)(F)F)C[C@H]1C	1.6
COc1ccc(C#Cc2cnc3c(c2)C(=O)N([C@H](C)CO)C[C@@H](C)[C@@H](CN(C)C(=O)Nc2cccc(OC)c2)O3)cc1	-0.4
CC(C)CC#Cc1ccc([C@H]2[C@H](CO)N3CCCCN(S(=O)(=O)Cc4ccccc4)C[C@@H]23)cc1	0.6
CNC(=O)C[C@@H]1CC[C@H]2[C@H](COc3ccc(NC(=O)c4ccccc4OC)cc3C(=O)N2C)O1	4.3

Gathered by group, the compounds so far containing an aryl methoxy group.
SMILES	BioA inh
COc1ccc(CN(C)C[C@@H]2OCCCC[C@H](C)Oc3ccc(NC(=O)Nc4c(C)noc4C)cc3C(=O)N([C@H](C)CO)C[C@@H]2C)cc1	-1.0
COc1ccc(NC(=O)N(C)C[C@@H]2OCc3ccccc3-c3c(n(C)c4ccccc34)C(=O)N([C@@H](C)CO)C[C@H]2C)c(OC)c1	3.1
COc1ccc(C#Cc2cnc3c(c2)C(=O)N([C@H](C)CO)C[C@@H](C)[C@@H](CN(C)C(=O)Nc2cccc(OC)c2)O3)cc1	-0.4
CNC(=O)C[C@@H]1CC[C@H]2[C@H](COc3ccc(NC(=O)c4ccccc4OC)cc3C(=O)N2C)O1	4.3

Next section:
SMILES	BioA inh
Cc1noc(C)c1S(=O)(=O)Nc1ccc2c(c1)CC(=O)N([C@@H](C)CO)C[C@H](C)[C@H](CN(C)C(=O)NC1CCCCC1)O2	-2.6
C[C@@H]1CN([C@H](C)CO)C(=O)c2cc(NC(=O)Cc3cn(C)c4ccccc34)ccc2O[C@@H]1CN(C)S(=O)(=O)c1ccc(F)cc1	-4.1
CCC(=O)N(C)C[C@H]1Oc2ncc(C#CCC(C)C)cc2C(=O)N([C@@H](C)CO)C[C@@H]1C	0.5
O=C(N[C@H]1CC[C@H](CCn2cc(Cc3ccccc3)nn2)O[C@@H]1CO)c1ccccn1	4.2
C[C@@H]1CCCCO[C@@H](CN(C)C(=O)NC2CCCCC2)[C@H](C)CN([C@H](C)CO)C(=O)c2cc(NC(=O)c3ccncc3)ccc2O1	1.6
C[C@H](CO)N1C[C@H](C)[C@@H](CN(C)Cc2cccc(C(=O)O)c2)Oc2ncc(C#CC(C)(C)O)cc2C1=O	-0.5
C[C@@H]1CCCCO[C@H](CN(C)S(=O)(=O)c2ccc(Cl)cc2)[C@H](C)CN([C@@H](C)CO)C(=O)c2cc(NS(=O)(=O)c3cn(C)cn3)ccc2O1	0.3
CC(C)NC(=O)N(C)C[C@H]1Oc2cc(C#CC(C)(C)O)ccc2S(=O)(=O)N([C@H](C)CO)C[C@@H]1C	-1.0
C[C@H]1CN([C@@H](C)CO)C(=O)c2cc(-c3ccccc3)cnc2O[C@@H]1CN(C)C(=O)c1cccc(F)c1	3.3
Cc1ccc(S(=O)(=O)N(C)C[C@H]2OCCCC[C@@H](C)Oc3ccc(NS(=O)(=O)c4ccc(Cl)cc4)cc3C(=O)N([C@@H](C)CO)C[C@H]2C)cc1	-1.9
C[C@@H]1CN([C@H](C)CO)C(=O)c2cccc(NC(=O)Nc3ccc4c(c3)OCO4)c2O[C@@H]1CN(C)Cc1ccc(C(=O)Nc2ccccc2N)cc1	-0.6
COc1ccc(S(=O)(=O)Nc2ccc3c(c2)C(=O)N([C@H](C)CO)C[C@@H](C)[C@H](CN(C)C(=O)Nc2ccccc2)O3)cc1	2.7
C[C@@H]1CN([C@H](C)CO)S(=O)(=O)c2ccc(Br)cc2O[C@@H]1CN(C)C(=O)C1CC1	0.4
COc1ccc(S(=O)(=O)Nc2ccc3c(c2)C(=O)N([C@H](C)CO)C[C@@H](C)[C@@H](CN(C)Cc2ccc(C(=O)O)cc2)OCCCC[C@@H](C)O3)cc1	-3.4
C[C@@H]1CCCCO[C@@H](CN(C)C)[C@H](C)CN([C@@H](C)CO)C(=O)c2cc(NC(=O)c3ccncc3)ccc2O1	-1.2
C[C@H]1CN([C@@H](C)CO)C(=O)c2cc(NC(=O)Nc3cccc4ccccc34)ccc2O[C@H]1CN(C)Cc1ccccc1	1.4
COc1ccc(S(=O)(=O)N[C@H]2C=C[C@H](CC(=O)N3CCc4ccccc4C3)O[C@@H]2CO)cc1	0.5
C[C@H](CO)N1C[C@H](C)[C@@H](CN(C)C(=O)c2ccc(F)cc2)Oc2cc(C3=CCCC3)ccc2S1(=O)=O	1.0
COCCNC(=O)C[C@@H]1C[C@@H]2c3cc(NC(=O)C4CCOCC4)ccc3O[C@@H]2[C@H](CO)O1	0.8
COc1ccc(S(=O)(=O)N[C@H]2CC[C@@H](CC(=O)NCCc3ccccc3)O[C@H]2CO)cc1	0.7
CC(C)CC#Cc1cnc2c(c1)C(=O)N([C@H](C)CO)C[C@@H](C)[C@@H](CN(C)C(=O)c1cccc(F)c1)O2	1.6
C[C@@H]1CCCCO[C@@H](CN(C)Cc2ccc3c(c2)OCO3)[C@@H](C)CN([C@H](C)CO)C(=O)c2cc(NS(=O)(=O)c3cccs3)ccc2O1	-1.7
O=C(Nc1ccc(F)cc1)N[C@@H]1CC[C@H](CC(=O)N2CCOCC2)O[C@@H]1CO	0.7
O=C(c1ccccn1)N1C[C@H]2[C@@H](c3ccccc31)[C@@H](CO)N2C(=O)Nc1ccccc1	-1.7
COc1ccc(S(=O)(=O)Nc2cccc3c2O[C@H](CN(C)Cc2ccc(C(=O)O)cc2)[C@H](C)CN([C@H](C)CO)C3=O)cc1	0.4
Next section:
SMILES	BioA inh
C[C@H]1CCCCO[C@H](CN(C)C(=O)CCC(F)(F)F)[C@@H](C)CN([C@@H](C)CO)C(=O)c2cc(NS(=O)(=O)c3ccccc3)ccc2O1	0.7
C[C@H]1CN([C@@H](C)CO)C(=O)c2cc(NC(=O)CCC(F)(F)F)ccc2O[C@H]1CN(C)C	2.2
O=C(Cc1ccccc1)N1CCCCN2[C@H](C1)[C@@H](c1ccc(C#CC3(O)CCCC3)cc1)[C@@H]2CO	1.2
Cc1ccc(S(=O)(=O)Nc2cccc3c2O[C@@H](CN(C)S(=O)(=O)c2ccc(F)cc2)[C@@H](C)CN([C@@H](C)CO)C3=O)cc1	-0.3
COc1ccc(NC(=O)Nc2ccc3c(c2)C(=O)N([C@@H](C)CO)C[C@@H](C)[C@@H](CN(C)Cc2ccc(-c4ccccc4)cc2)O3)cc1	-1.5
CN1c2ccc(Br)cc2[C@@H]2[C@@H](CCN2C(=O)Nc2ccc(F)cc2)[C@@H]1CO	6.0
CC(C)NC(=O)Nc1cccc2c1O[C@@H](CN(C)Cc1ccc(Cl)c(Cl)c1)[C@@H](C)CN([C@@H](C)CO)C2=O	0.9
CCc1csc(N2[C@@H](C#N)[C@H](c3ccc(-c4ccc(F)cc4)cc3)[C@@H]2CO)n1	0.1
C[C@H]1CCCCO[C@@H](CN(C)C(=O)Nc2ccc(C(F)(F)F)cc2)[C@@H](C)CN([C@@H](C)CO)C(=O)c2cc(NC(=O)Nc3cccc4ccccc34)ccc2O1	-0.8
C[C@H]1CN([C@@H](C)CO)C(=O)c2cc(-c3ccccc3F)cnc2O[C@H]1CN(C)C(=O)C1CCCCC1	-3.3
O=C(C1CCC1)N1C[C@@H]2[C@H](c3ccccc31)[C@@H](CO)N2C(=O)c1ccccc1	-3.4
Cc1ccc(S(=O)(=O)N(C)C[C@@H]2OCCCC[C@@H](C)Oc3ccc(NC(=O)Nc4ccc5c(c4)OCO5)cc3C(=O)N([C@@H](C)CO)C[C@@H]2C)cc1	-3.5
COCC(=O)N1C[C@@H]2[C@H](c3ccccc31)[C@H](CO)N2C(=O)Nc1ccccc1Cl	-3.3
COc1ccc(NC(=O)Nc2ccc3c(c2)C(=O)N([C@H](C)CO)C[C@@H](C)[C@H](CN(C)CC2CCCCC2)OCCCC[C@@H](C)O3)cc1	-1.5
C[C@@H]1CN([C@H](C)CO)C(=O)c2cc(NC(=O)Nc3ccc4c(c3)OCO4)ccc2O[C@@H](C)CCCCO[C@@H]1CN(C)S(=O)(=O)c1cn(C)cn1	-7.1
CCS(=O)(=O)NCC[C@H]1CC[C@@H](NS(=O)(=O)c2ccccc2C)[C@@H](CO)O1	-5.7
C[C@@H](NC(=O)[C@H]1[C@H](CO)[C@H]2Cn3c(cccc3=O)[C@@H]1N2Cc1ccncc1)c1ccccc1	-0.9
CCCNC(=O)N1C[C@H](O)COC[C@H]2O[C@H](CC(=O)O)CC[C@@H]21	-1.4
C[C@@H]1CN([C@H](C)CO)C(=O)c2cc(NC(=O)NC3CCCCC3)ccc2O[C@@H]1CN(C)S(=O)(=O)c1ccccc1	-3.0
C[C@@H]1CN([C@H](C)CO)S(=O)(=O)c2ccc(C#C[C@@H](C)O)cc2O[C@H]1CN(C)Cc1ccncc1	0.6
C[C@@H]1CN([C@@H](C)CO)S(=O)(=O)c2ccc(-c3cccc(C#N)c3)cc2O[C@H]1CN(C)C(=O)c1ccncc1	-1.4
CC(C)NC(=O)Nc1ccc2c(c1)C(=O)N([C@H](C)CO)C[C@H](C)[C@H](CN(C)S(=O)(=O)c1ccccc1)O2	3.3
O=C(C[C@H]1CC[C@@H](NC(=O)CN2CCOCC2)[C@@H](CO)O1)NC1CCCCC1	-0.3
COCC(=O)N1C[C@@H](C)[C@@H](OC)CN(C)C(=O)c2ccc(NC(=O)c3cnccn3)cc2OC[C@@H]1C	1.5
Cc1ccc(S(=O)(=O)N(C)C[C@@H]2Oc3ccc(NS(=O)(=O)c4ccc(F)cc4)cc3CC(=O)N([C@@H](C)CO)C[C@@H]2C)cc1	2.7
O=C(Nc1ccc(F)cc1)N[C@H]1CC[C@H](CC(=O)N2CCOCC2)O[C@H]1CO	-1.7
C[C@H]1CN([C@@H](C)CO)C(=O)c2cc(C3=CCCC3)cnc2O[C@H]1CN(C)C(=O)CN(C)C	-0.2
Cc1noc(C)c1NC(=O)Nc1ccc2c(c1)CC(=O)N([C@@H](C)CO)C[C@@H](C)[C@H](CN(C)Cc1ccc(C(=O)O)cc1)O2	4.2
Cc1cccc(-c2ccc([C@@H]3[C@@H](CO)N4CCCCN(C(=O)NC(C)C)C[C@@H]34)cc2)c1	-3.7

4 compounds picked at random from the list so far, as already listed:
SMILES	BioA inh
O=C(c1ccccn1)N1C[C@H]2[C@@H](c3ccccc31)[C@@H](CO)N2C(=O)Nc1ccccc1	-1.7
COc1ccc(CN(C)C[C@@H]2OCCCC[C@H](C)Oc3ccc(NC(=O)Nc4c(C)noc4C)cc3C(=O)N([C@H](C)CO)C[C@@H]2C)cc1	-1.0
COc1ccc(S(=O)(=O)Nc2ccc3c(c2)C(=O)N([C@H](C)CO)C[C@@H](C)[C@@H](CN(C)Cc2ccc(C(=O)O)cc2)OCCCC[C@@H](C)O3)cc1	-3.4
CC(C)NC(=O)N(C)C[C@H]1Oc2cc(C#CC(C)(C)O)ccc2S(=O)(=O)N([C@H](C)CO)C[C@@H]1C	-1.0
